# Screens (PubChem BioAssay)
# CDK5 inh: inhibitors of human CDK5/p35 kinase. 330,000 tested, 0.01% active. Recombinant CDK5/p35, ADP-Glo luminescence, 60 min. inhibition, % at 10 µM. Q00535+Q15078;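 active means highest replicate inhibition of at least 50% and at least 75% of replicates reaching 50%; inconclusive means only one of the two criteria met; inactive means both criteria failed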;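 further: plate controls were DMSO neutral control for no effect and GW8510 at 10 µM for full effect; many of its hits are not listed in these tables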
# Target sequence (Q00535 whole entry, looked up): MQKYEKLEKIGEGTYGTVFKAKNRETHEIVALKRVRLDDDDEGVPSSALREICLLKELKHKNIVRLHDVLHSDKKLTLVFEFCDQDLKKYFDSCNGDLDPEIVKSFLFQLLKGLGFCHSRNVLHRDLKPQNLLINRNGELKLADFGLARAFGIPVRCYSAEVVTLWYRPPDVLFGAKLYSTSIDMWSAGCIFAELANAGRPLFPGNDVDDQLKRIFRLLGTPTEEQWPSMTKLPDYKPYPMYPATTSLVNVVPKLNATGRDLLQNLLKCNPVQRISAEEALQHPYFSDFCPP
# Target sequence (Q15078 whole entry, looked up): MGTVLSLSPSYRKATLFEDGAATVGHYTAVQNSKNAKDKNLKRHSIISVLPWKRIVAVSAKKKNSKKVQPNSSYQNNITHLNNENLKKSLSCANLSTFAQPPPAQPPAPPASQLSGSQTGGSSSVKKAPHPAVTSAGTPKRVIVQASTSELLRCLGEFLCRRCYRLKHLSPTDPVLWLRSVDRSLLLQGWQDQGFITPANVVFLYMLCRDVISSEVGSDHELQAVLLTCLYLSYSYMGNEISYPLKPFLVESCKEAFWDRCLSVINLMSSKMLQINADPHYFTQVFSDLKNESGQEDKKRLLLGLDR
# V-ATPase pHluor: yeast V-ATPase proton transport regulation by pHLuorin | response, % at 10 µM | 350,000 tested, 0.37% active | AID 504577 | S. cerevisiae, pHLuorin cytosolic pH fluorescence; in the data active means response mostly above about 7.3%, no sharp cut-off; inactive means mostly below about 5.4%; further: actives read high; inactives centre near 0; some compounds called inactive have numbers as strong as hits; reference of the scale not given here
# MITF TRPM1 HTS: MITF TRPM1 promoter activation in melanoma cells; activation, % at 12.5 µM; 300,000 tested, 0.75% active; SK-MEL-5 TRPM1-promoter luciferase, 24 h; % of positive control, neutral wells = 0; AID 588334;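 active means mean activation of at least 80% with every replicate also reaching 80%; inconclusive means mean reaches 80% but some replicate falls short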;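 further: 0% = neutral control wells and 100% = parthenolide positive control wells; values of inactives mirror those of a sister screen read the other way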
# Rtt109 HAT inh: C. albicans Rtt109 histone acetyltransferase inhibition | Q5AAJ8 | purified Rtt109/Vps75, ThioGlo CoA-SH fluorescence, 4 h | inhibition, % at 34.9 µM | 330,000 tested, 0.16% active | AID 540336;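 active means inhibition of at least 50% in every replicate; inconclusive means best replicate reaches 50% inhibition but some replicates fall short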
# Target sequence (Q5AAJ8 whole entry, looked up): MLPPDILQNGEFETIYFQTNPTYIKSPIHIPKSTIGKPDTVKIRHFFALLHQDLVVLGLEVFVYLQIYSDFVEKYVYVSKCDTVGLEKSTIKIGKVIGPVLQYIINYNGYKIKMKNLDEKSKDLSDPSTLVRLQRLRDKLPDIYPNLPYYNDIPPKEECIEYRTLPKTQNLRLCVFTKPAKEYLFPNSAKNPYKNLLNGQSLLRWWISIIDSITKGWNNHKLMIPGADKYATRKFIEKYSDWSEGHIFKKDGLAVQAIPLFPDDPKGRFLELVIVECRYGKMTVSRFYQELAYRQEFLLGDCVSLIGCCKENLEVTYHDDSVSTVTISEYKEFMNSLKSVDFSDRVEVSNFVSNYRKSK
# RTF Ca sens act: cardiac RTF calcium sensitization; P19429+P45379; IANBD-labeled TnC RTF fluorescence at EC20 calcium; 0% EC20 calcium, 100% full calcium; activation, % at 7.2 µM; 340,000 tested, 0.24% active; AID 493008;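 active means activation above the mean over all tested compounds plus 3 SD, cut at about 30% in these data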;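 further: rise in fluorescence read as greater calcium sensitivity of cardiac thin filaments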
# Wnt bcat act: activators of Wnt/beta-catenin signaling. Wnt/beta-catenin reporter cell assay, activator, plate reader. activation, % at 9.35 µM. 300,000 tested, 1.2% active. AID 743398; in the data active means activation above about 30%, passing the limit was not always enough; inconclusive means no clear call, values can overlap the other calls;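 further: 0% = neutral control wells and 100% = positive control wells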
# CAL PDZ FP-1: inhibitors of human CAL PDZ peptide binding; Q9HD26; purified CAL PDZ, TMR-peptide fluorescence polarization, 1 h; inhibition, % at 24.9 µM; 300,000 tested, 0.92% active; AID 602252;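 active means mean inhibition of at least 30% with at least half of replicates also reaching 30%; inconclusive means no clear call, values can overlap the other calls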;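 further: 0% = DMSO neutral control and 100% = excess unlabeled competitor peptide PRC23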
# CAL PDZ FP-2: blocks peptide binding to human CAL PDZ domain. Q9HD26. AID 504414. 330,000 tested, 0.02% active. purified CAL PDZ, TMR-peptide fluorescence polarization, 1 h. inhibition, % at 20 µM;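 active means highest replicate inhibition of at least 40%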;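 further: plate controls were DMSO neutral control wells for no effect and unlabeled competitor peptide control wells for full effect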
#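 Material: tagged CAL PDZ domain; buffer or medium: 25 mM sodium phosphate pH 7.4, 150 mM NaCl, TCEP, IgG, Thesit; compound dosing: single point, 20 µM; schedule: 1 h incubation at room temperature before polarization reading; measured by: FP readout, S and P plane fluorescence; read-out basis: percent inhibition from loss of millipolarization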
# Tat export inh: blocks Tat-dependent protein export in E. coli; inhibition, % at 10 µM; 340,000 tested, 0.036% active; E. coli MC4100 TorA-mCherry Tat export, fluorescence;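 active means mean replicate inhibition at least 50% and at least half of replicates individually reaching 50%; inconclusive means only one of the two criteria met; inactive means neither criterion met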;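 further: exported cargo escapes ClpAP degradation while cytoplasmic cargo is degraded and loses fluorescence; 0% = median of neutral control wells and 100% = median of NaSCN control wells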
# dFosB act: enhances mouse delta FosB homodimer DNA binding; P13346; purified delta FosB, TAMRA-CDK5 oligo fluorescence polarization; percent of positive-control signal above neutral wells; activation, % at 25 µM; 340,000 tested, 0.99% active; AID 493131;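 active means mean activation above about 17%, with every replicate also reaching it, limit read from the data, passing the limit was not always enough; inconclusive means only one of the two conditions met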;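 further: fluorescence polarization rise as delta FosB binds a TAMRA Cdk5 AP-1 oligo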
# An asterisk follows results filed as active; u = inconclusive; x = no result given.
SMILES,CDK5 inh,V-ATPase pHluor,MITF TRPM1 HTS,Rtt109 HAT inh,RTF Ca sens act,Wnt bcat act,CAL PDZ FP-1,CAL PDZ FP-2,Tat export inh,dFosB act
CN(Cc1nc2ccccc2c(=O)[nH]1)C(=O)c1cccc(S(=O)(=O)N2CCc3ccccc32)c1,-0.4,1,-7,-3,2,-3,x,-1.5,0,-6
CC(C)CNC(=O)NC(=O)COC(=O)Cn1cnc2ccccc2c1=O,-0.1,-1,11,-2,1,0,-8,-1.7,-6,-6
CCN(C(=O)c1ccc2c(=O)n3c(nc2c1)CCCCC3)c1ccc(F)cc1,0.3,-4,4,19,6,-2,-3,0.9,16,-6
CCCc1cc(=O)[nH]c(SCC(=O)N2CCN(c3ccccc3)CC2)n1,0.3,1,2,12,1,-3,0,-1.0,-2,-4
COc1ccc(OC)c(N(CC(=O)N2CCC(C)CC2)S(=O)(=O)c2ccc(OC)c(OC)c2)c1,1.1,4,x,3,-1,x,-1,-0.6,-1,2
Fc1cccc(CNCc2ccc3c(c2)OCO3)c1,1.0,1,1,2,-5,1,-3,-0.8,-6,-4
CCOC1=NC(C(=O)O)c2ccccc2/C(=C(/C)Cl)N1 (stereo unspecified),1.2,7,-2,-6,12,x,-3,-1.9,-9,-1
CC1CCCN(Cc2nc(Cc3ccccc3Cl)no2)C1 (stereo unspecified),1.0,5,24,0,0,1,-3,-2.2,-3,-3
Cc1ccc(S(=O)(=O)NN=C2C3CC4CC(C3)CC2C4)cc1,0.9,-3,4,-1,13,1,x,0.4,4,-5
CCOC(=O)c1nn(C23CC4CC(CC(C4)C2)C3)c2c1C(=O)N(c1ccc(C)cc1)C2=O,3.9,2,0,1,6,x,-3,-0.4,-3,1
CS(=O)(=O)N1CCN(C(=O)Nc2ccccc2)CC1,-0.1,0,-13,1,-10,x,-2,-1.6,-9,-4
Oc1ccc(/C=N/N2CCN(c3ccccn3)CC2)cc1,0.1,0,10,3,3,14,-2,-2.4,1,-10
O=C(Nc1ccc(Cl)cc1)N1CCN(c2ccc3nnc(-c4ccc(F)cc4)n3n2)CC1,1.3,3,0,-13,2,x,x,-5.5,2,14
CC(C)c1ccc(NC(=O)C2CCC(CNC(=O)[C@@H]3Cc4ccccc4CN3)CC2)cc1 (stereo partly specified),x,2,5,8,-2,-3,2,-2.0,1,-3
Cc1ncc(CN2CCCC(CCC(=O)NCc3ccccc3F)C2)s1 (stereo unspecified),-4.3,-2,6,0,1,-2,-1,-0.4,-2,-10
O=[N+]([O-])c1ccc(/C=N/NC(=S)Nc2ccc(Cl)cc2Cl)s1,0.1,-5,-40,-2,0,5,6,17,-1,-4
COc1ccc(NC(=O)c2ccc(NC(=O)CN3CCN(c4ccc(O)cc4)CC3)cc2)cc1,1.6,1,-2,-7,-7,-1,x,0.6,-12,-8
COc1ccc(/C=C(\C#N)C(=O)OCC(=O)NC(C)c2ccccc2)cc1 (stereo unspecified),-1.0,1,5,-3,3,x,0,-2.6,0,-1
CC(=O)c1ccc(NC(=S)NCCc2cccc(Cl)c2)cc1,-1.2,1,77,8,1,-1,-7,-3.8,-4,-5
CC1CCC(NC(=O)c2cc(C3CC3)nn2-c2ccccc2)CC1 (stereo unspecified),-4.1,-1,-5,-7,-2,-25,-2,-1.9,3,-8

# Entries from the list above that have an NH in an aromatic ring (two):
SMILES,CDK5 inh,V-ATPase pHluor,MITF TRPM1 HTS,Rtt109 HAT inh,RTF Ca sens act,Wnt bcat act,CAL PDZ FP-1,CAL PDZ FP-2,Tat export inh,dFosB act
CN(Cc1nc2ccccc2c(=O)[nH]1)C(=O)c1cccc(S(=O)(=O)N2CCc3ccccc32)c1,-0.4,1,-7,-3,2,-3,x,-1.5,0,-6
CCCc1cc(=O)[nH]c(SCC(=O)N2CCN(c3ccccc3)CC2)n1,0.3,1,2,12,1,-3,0,-1.0,-2,-4

# Following part.
SMILES,CDK5 inh,V-ATPase pHluor,MITF TRPM1 HTS,Rtt109 HAT inh,RTF Ca sens act,Wnt bcat act,CAL PDZ FP-1,CAL PDZ FP-2,Tat export inh,dFosB act
CCCC(=O)Nc1ccc(C#Cc2ccccc2)cc1,-1.9,-2,96*,-2,0,38*,-1,-1.3,-4,-2
Cc1ccc(C)c2sc(N)nc12,0.9,0,-4,-6,3,-2,6,-0.3,-3,-7
COc1ccccc1C(=O)NCCCNC(=O)c1ccccn1,0.4,-3,4,-1,-4,-2,1,-1.4,-9,-4
Cc1ccc(C)c(N2CCN(CC(=O)Nc3ccc([N+](=O)[O-])cc3C(=O)Nc3ccccc3F)CC2)c1,-1.0,-3,-16,-9,3,x,x,-4.2,-4,-14
COc1cc(-c2cc(-c3ccccc3)nc(SCC(=O)O)c2C#N)cc(OC)c1OC,1.1,-3,-1,-1,-6,0,-14,-5.7,2,-7
CCCNC(=O)c1ccc(N2CC3CC(C2)c2cccc(=O)n2C3)c(NC(=O)Nc2ccc(CC)cc2)c1 (stereo unspecified),2.5,3,-1,17,-1,-2,-1,-3.3,7,-9
CCOC(=O)C(C(=O)OCC)C(CC(=O)C1CC1)c1ccccc1 (stereo unspecified),-1.5,-1,5,5,-4,x,2,0.0,-5,-3
Cc1ccccc1C(=O)NNC(=O)CSc1nnc(C)n1-c1ccccc1,0.3,3,-1,x,-3,0,-3,-2.5,2,-2
C=CCc1cc(OC)ccc1OCCN(C)Cc1ccccc1,2.3,-1,3,3,-3,-2,-4,-1.9,4,-6
Cc1cccc(NC(=O)c2cccc(NC(=O)c3ccco3)c2)c1C,8.3,3,x,8,-7,8,x,-0.3,-2,-10
CCOC(=O)CCc1nc2ccccc2[nH]1,-1.0,1,4,-3,1,-1,-3,-2.4,-5,-5
Cc1ccc(C)c(NC(=O)C[n+]2ccccc2)c1,1.2,-2,x,1,-5,-1,-2,-0.2,-18,1
CNC(=O)COc1coc(CN2CCN(C(=O)c3ccco3)CC2)cc1=O,-0.1,1,-2,1,1,35*,1,0.2,-1,-3
CC(C)(Oc1ccc(Cl)cc1)C(=O)O,-1.6,-1,8,2,-2,-1,2,-0.8,0,7
Cc1ccc2oc(=O)c(-c3ccc(O)cc3)c(C)c2c1,-0.2,1,x,-1,2,13,0,-2.0,-12,-1
Cn1cc(CC(=O)NC2CCCCC2)c2ccccc21,0.2,1,-2,7,-2,-3,-1,-0.6,-3,-4
Cc1ccc(-c2cc(N)n(-c3ccc(C)cc3)n2)cc1,-1.2,1,87*,0,-1,x,-4,-1.7,-1,-14
CC(=O)c1oc2ccccc2c1N,-0.6,-1,x,-2,-2,x,0,1.1,-1,3
CCOc1ccc(CN2C(=O)c3ccccc3C2C(=O)NC(C)CC)cc1OC (stereo unspecified),0.6,-1,15,-3,-5,4,-2,-0.2,4,1
CC(C)NC1CS(=O)(=O)CC1O (stereo unspecified),1.7,3,-7,29,-2,-2,-23,-0.8,-10,6

# Record cards, as listed above. Screens in order: CDK5 inh, V-ATPase pHluor, MITF TRPM1 HTS, Rtt109 HAT inh, RTF Ca sens act, Wnt bcat act, CAL PDZ FP-1, CAL PDZ FP-2, Tat export inh, dFosB act
# Shown for `CCCC(=O)Nc1ccc(C#Cc2ccccc2)cc1` = -1.9, -2, 96*, -2, 0, 38*, -1, -1.3, -4, -2
# Shown for `Cc1cccc(NC(=O)c2cccc(NC(=O)c3ccco3)c2)c1C` = 8.3, 3, x, 8, -7, 8, x, -0.3, -2, -10
# Shown for `COc1cc(-c2cc(-c3ccccc3)nc(SCC(=O)O)c2C#N)cc(OC)c1OC` = 1.1, -3, -1, -1, -6, 0, -14, -5.7, 2, -7
# Shown for `Cc1ccc(-c2cc(N)n(-c3ccc(C)cc3)n2)cc1` = -1.2, 1, 87*, 0, -1, x, -4, -1.7, -1, -14
# Shown for `Cc1ccc2oc(=O)c(-c3ccc(O)cc3)c(C)c2c1` = -0.2, 1, x, -1, 2, 13, 0, -2.0, -12, -1

# (further entries)
SMILES,CDK5 inh,V-ATPase pHluor,MITF TRPM1 HTS,Rtt109 HAT inh,RTF Ca sens act,Wnt bcat act,CAL PDZ FP-1,CAL PDZ FP-2,Tat export inh,dFosB act
O=c1[nH]c2ccc(NC(=S)Nc3ccccc3Cl)cc2[nH]1,2.0,-2,13,0,-1,x,x,-1.2,2,4
Cc1ccc(NC(=O)CCNS(=O)(=O)c2ccc3c(c2)c(=O)n(C)c(=O)n3C)cc1C,-1.7,-4,-3,-7,8,-2,x,-1.5,2,-1
COC(=O)c1cc(COc2ccc3oc(C)c(C(=O)OC(C)C)c3c2)c(C)o1,-1.9,0,-6,-3,-4,x,-2,0.0,1,0
O=C(COc1ccc(F)cc1)N1CCC(Cc2ccccc2)CC1,0.4,0,4,6,-6,x,0,-2.2,5,-12
O=C(NCCN1CCc2ccccc2C1)Nc1ccc(F)cc1,1.1,-3,-5,0,-4,0,2,0.2,0,-6
COc1cc(CNc2cc(C)ccc2C)cc(OC)c1OC,-2.7,-5,-24,-7,0,-1,-1,-0.8,3,5
CN(C)CCOc1ccc(-c2c(-c3ccsc3)sc3ccccc23)cc1,0.6,-5,-2,12,-5,-4,3,-1.3,9,u
Cc1cccc(N=Cc2[nH]c3ccc(Br)c(Cl)c3c2O)c1,1.7,17,-11,8,63*,3,-3,-2.5,-5,-3
O=C(C(=O)N1CCCC1CO)N1CCCC1CO (stereo unspecified),3.3,2,-5,-5,4,-4,-4,-0.4,2,0
CC(OC(=O)CCC(=O)c1ccc(Cl)s1)C(=O)NC1(C#N)CCCCC1 (stereo unspecified),-0.5,3,15,-2,-3,0,-3,0.0,-4,-6
CCOc1ccc(CCNC(=O)CCNC(=O)c2ccco2)cc1OCC,0.9,2,5,20,-2,1,-4,1.1,-5,-1
O=C(Cn1cnc2c(nnn2-c2ccc(F)cc2)c1=O)NCc1ccco1,0.3,-1,-1,-10,3,1,x,-0.9,-6,-6
COc1cc(NC(=O)c2cc3c(C)nc4ccccc4c3o2)cc(OC)c1OC,2.2,-1,7,6,3,0,-2,-1.4,5,1
O=C(NCCc1ccccn1)c1cc(-c2ccc(Cl)c(Cl)c2Cl)nc2ccccc12,0.6,0,-6,8,1,-4,-3,-2.3,-2,-1
CCN1CCN(c2ccc(S(=O)(=O)N3CCOCC3)cc2N)CC1,-0.5,-1,7,-2,-6,-7,x,0.3,-8,3
CCCCN(CCCNC(=O)c1c(C)cc(=O)oc1C)c1ccccc1,-1.6,0,7,-8,5,x,0,0.0,6,-11
COc1ccc(C(c2sc3nc(C)nn3c2O)N2CCC(C(N)=O)CC2)cc1OC (stereo unspecified),-1.7,1,0,-3,1,0,x,0.3,-4,-4
CCN(CC)c1ccc(NC(=O)Cn2c(C(C)NC(=O)c3ccccc3)nc3ccccc32)cc1 (stereo unspecified),2.1,-80,-5,-6,1,-2,-1,-0.5,0,-5
O=C1CN(C(=O)c2cccc(F)c2)C(c2ccc(F)cc2)c2cc(F)ccc2N1 (stereo unspecified),-0.1,-3,-9,-14,-8,-1,-1,0.5,12,-14
